# MBD2 inh – inhibitors of MBD2 binding to methylated DNA, primary screen, biochemical, TR-FRET, DNA-binding domain, human; inhibition, % at 4.4 µM; hit rate 0.31% among 370,000; MBD2 binding to methylated oligonucleotide; in the data active = inhibition above about 13%
# TCR CD3 inh – inhibitors of human TCR-CD3 interaction, primary screen, biochemical, fluorescence, TAMRA-labeled TCR probe | T-cell receptor (TCR) | hit rate 0.37% among 360,000 | inhibition, % at 9.4 µM; in the data active = inhibition above about 19%;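 note: recombinant mutant TCR 2C K166C tagged with TAMRA read by polarization; 0% = receptor in buffer alone and 100% = receptor with positive control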
# UHRF1 binding – UHRF1 methylated DNA binding inhibitors, primary screen, counter-screen for MBD2 inhibitor project, biochemical, TR-FRET, human UHRF1, single concentration; E3 ubiquitin-protein ligase UHRF1 (Homo sapiens), Q96T88; UHRF1 binding to methylated oligo; inhibition, % at 4.4 µM; hit rate 0.75% among 370,000; in the data active = inhibition above about 21%;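 note: UHRF1 SRA domain binding a hemimethylated CpG hairpin DNA probe; 0% = median of test compound wells and 100% = reference inhibitor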
# SIAE primary – human SIAE inhibitors, primary screen, biochemical, fluorescence polarization, FP-Rh probe, 1536-well HTS; inhibition, % at 9.66 µM; Sialate O-acetylesterase (Homo sapiens), Q9HAT2; hit rate 0.69% among 370,000; AID 1053197, 2014; SIAE FP-Rh probe binding;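 active = inhibition above a cutoff: mean of compounds within the control limits plus 3 SD of those, cut at about 17% in these data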;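 note: 0% = plate median of compound wells and 100% = probe without SIAE protein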
# TDP2 inh – human TDP2 enzyme inhibitors, primary screen, biochemical, epi absorbance, recombinant enzyme; hit rate 0.34% among 370,000; AID 720702, 2013; T5PNP hydrolysis, p-nitrophenol absorbance 415 nm; Tyrosyl-DNA phosphodiesterase 2 (Homo sapiens), O95551; inhibition, % at 12.8 µM;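 active = inhibition above the mean of all tested compounds plus 3 SD, set per campaign, cut at about 25% in these data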;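 note: 0% = DMSO with enzyme and 100% = buffer with substrate but no TDP2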
#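 Test system: Human TDP2 enzyme | Reagent: 5 mM T5PNP | Compound dosing: 12.8 µM single point, 1% DMSO | Incubation: Enzyme reaction with compound for 2 h at 37 °C | Technique: p-Nitrophenol epi absorbance | Read-out: % inhibition relative to enzyme-containing and enzyme-free wells | Benchmarks: High control without enzyme, low control DMSO plus TDP2 | Replicates: Singlicate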
# proKLK7 act – proKLK7 zymogen activators, primary screen, biochemical, fluorescence intensity. Kallikrein-7 (Homo sapiens), P49862. purified proKLK7, EDANS-DABCYL substrate fluorescence; 100% is mature enzyme control, 0% vehicle. activation, % at 7 µM. hit rate 0.9% among 370,000;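 active = activation above the mean of all tested compounds plus 3 SD, computed per campaign excluding outliers beyond control limits, cut at about 13% in these data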
# PRMT1 FP inh – PRMT1 methyltransferase inhibitors, primary screen, biochemical, fluorescence polarization. Protein arginine N-methyltransferase 1 (Homo sapiens), Q99873. recombinant PRMT1, activity-based probe fluorescence polarization. inhibition, % at 2.79 µM. hit rate 1.3% among 370,000. AID 652257, 2013;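 active = inhibition above about 21% made by adding two undisclosed values, limit read from the data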
# Target sequence (Q99873 whole entry, looked up): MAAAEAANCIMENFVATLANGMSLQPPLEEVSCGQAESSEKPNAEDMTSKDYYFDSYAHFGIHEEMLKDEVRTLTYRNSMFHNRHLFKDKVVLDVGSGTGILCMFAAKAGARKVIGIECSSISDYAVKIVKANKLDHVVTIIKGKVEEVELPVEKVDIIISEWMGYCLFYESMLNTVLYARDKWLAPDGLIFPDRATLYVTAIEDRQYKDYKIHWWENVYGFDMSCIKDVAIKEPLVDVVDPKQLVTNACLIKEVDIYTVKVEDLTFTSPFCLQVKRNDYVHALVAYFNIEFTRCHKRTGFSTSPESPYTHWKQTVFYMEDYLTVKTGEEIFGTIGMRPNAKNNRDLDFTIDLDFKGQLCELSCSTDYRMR
# DDE Tn7 FP inh – inhibitors of Tn7 peptide binding to fibrin DD(E), primary screen, biochemical, fluorescence polarization, human fibrin, Tn7 probe | Fibrinogen beta chain (Homo sapiens), P02675 | FP displacement of FITC-Tn7 peptide from fibrin DD(E); 0% = median of compound wells per plate | inhibition, % at 8.3 µM | hit rate 0.13% among 370,000;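 active = inhibition above the mean of compounds falling within the control limits plus 3 SD of them, cut at about 14% in these data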;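 note: 0% = plate median of compound wells and 100% = 10 µM Aha-Tn7 peptide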
# Target sequence (P02675 whole entry, looked up): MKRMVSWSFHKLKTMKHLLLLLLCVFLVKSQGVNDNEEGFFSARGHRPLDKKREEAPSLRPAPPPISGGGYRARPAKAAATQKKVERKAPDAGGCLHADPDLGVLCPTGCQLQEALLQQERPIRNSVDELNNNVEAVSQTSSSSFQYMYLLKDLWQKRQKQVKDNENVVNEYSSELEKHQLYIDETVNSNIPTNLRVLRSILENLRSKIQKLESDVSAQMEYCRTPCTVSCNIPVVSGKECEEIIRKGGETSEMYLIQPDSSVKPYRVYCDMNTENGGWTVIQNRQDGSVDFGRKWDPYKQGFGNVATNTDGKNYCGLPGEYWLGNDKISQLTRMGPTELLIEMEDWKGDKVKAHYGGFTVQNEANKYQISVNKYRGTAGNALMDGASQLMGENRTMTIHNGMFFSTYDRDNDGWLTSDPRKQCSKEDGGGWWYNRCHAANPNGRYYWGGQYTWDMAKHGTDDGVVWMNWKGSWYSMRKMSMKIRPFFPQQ
#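 Also added: labelled Tn7 tracer, 0.1 µM; Assay system: human fibrin DD(E) protein; Amount: 2 µM fibrin DD(E); Schedule: 10 min compound pre-incubation, 3 h probe incubation at room temperature; Repeats: one replicate per compound; Read-out basis: percent inhibition; Measured by: fluorescence polarization of the labelled Tn7 tracer.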
# DDE Tn6 FP inh – inhibitors of Tn6 peptide binding to fibrin DD(E), primary screen, biochemical, fluorescence polarization, human fibrin, Tn6 probe; Fibrinogen beta chain (Homo sapiens), P02675; Fibrin DD(E) TRITC-Tn6 fluorescence polarization displacement; inhibition, % at 8.3 µM; hit rate 0.21% among 370,000;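 active = inhibition above a per-campaign cutoff: mean of compounds within control limits plus 3 SD, cut at about 15% in these data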;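 note: 0% = median of all compound wells on the plate and 100% = blocking peptide control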
# LEDGF integ inh – blockers of LEDGF/p75-dependent integrase strand transfer – biochemical, TR-FRET, high throughput, primary screen; TR-FRET IN-LEDGF/p75 DNA integration, Eu/Cy5; HIV-1 integrase (with human LEDGF/p75); inhibition, % at 3.7 µM; hit rate 0.64% among 370,000;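 active = inhibition above the screen-wide mean plus 3 SD, cut at about 13% in these data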;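 note: signal is the Cy5 over europium emission ratio at 671 and 618 nm; 0% = plate median of compound wells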
# Active calls of the source: *; x = not tested or not shown.
SMILES,MBD2 inh,TCR CD3 inh,UHRF1 binding,SIAE primary,TDP2 inh,proKLK7 act,PRMT1 FP inh,DDE Tn7 FP inh,DDE Tn6 FP inh,LEDGF integ inh
Cc1ccc(S(=O)(=O)Nc2ccc3c4c(cccc24)CC3)c(C)c1,2,-5,2,2,3,-0.9,0,-3,-10,1
NNC1=N[C@H]2CS(=O)(=O)C[C@H]2S1,-2,-5,1,-3,8,0.3,1,-1,-4,-2
CCCCC1=CC2=C(c3ccco3)C(=O)C(C)(OC(=O)c3ccc(OC)cc3)C(=O)C2=CN1CCCOC(C)C (configuration not stated),0,3,1,3,9,-3.2,4,6,1,1
CCOc1ccc2c(c1)N(C(=O)CN1C(=O)CCC1=O)C(C)(C)C=C2C,0,2,-1,-2,1,-1.2,0,-7,-2,-2
CN(C)CCN1C(=O)C(=O)/C(=C(/O)c2ccc(S(=O)(=O)N3CCOCC3)cc2)C1c1ccc(F)cc1 (configuration not stated),1,8,-1,-2,-4,-0.3,-2,4,2,2
COc1ccc(CC(=O)Nc2cccc(/C(C)=N/NC(=O)C3(C)CC3(Br)Br)c2)cc1 (configuration not stated),1,5,0,-6,0,-0.4,-2,4,1,7
CCN(CC)C(=O)COc1ccc(N(C)S(=O)(=O)c2ccc(NC(C)=O)cc2)cc1,0,5,10,-2,2,0.5,0,6,-6,-2
Cc1nn(-c2ccccc2)c(N)c1N=Nc1ccc2ccccc2c1,0,7,-2,-3,-11,-0.4,-2,2,0,10
CCc1ccccc1NC(=O)c1cc(-c2ccc(F)cc2)on1,-2,7,1,3,8,-1.0,2,0,4,-3
Clc1cccc(Cl)c1COn1nnc2ccccc21,3,2,-2,2,1,0.3,4,1,-1,-1
COc1ccc(CCNc2nc(-c3sc(N)nc3C)cs2)cc1OC,-2,3,-6,6,-5,-0.1,8,-2,-4,1
COc1ccccc1NS(=O)(=O)c1cc(C(=O)NCCN2CCOCC2)ccc1Cl,-2,4,-7,0,4,0.1,4,-4,2,4
COc1ccc(C(=O)N2CCCC(c3cc(C(=O)Nc4ccccc4)no3)C2)cc1 (configuration not stated),0,-5,0,-1,-1,0.1,5,-9,-6,-4
CC(=O)Nc1ccc(OCC(O)CN2CCN(c3ccc(Cl)cc3)CC2)cc1 (configuration not stated),2,-1,6,0,-1,-0.1,-1,-4,2,1
C[C@H](NC(=O)C1(c2ccccc2)CCN(C(=O)[C@H]2CSCN2C(=O)OC(C)(C)C)CC1)C(=O)O,0,-9,0,-3,-5,0.8,2,0,0,-4
CCN1C(=O)C(CC(=O)NCCc2ccccc2)N(NC(=O)c2ccc(Br)cc2)C1=S (configuration not stated),4,1,-1,3,0,1.2,-1,0,4,1
CC1(C)CC(=O)C=C(c2cccc(O)c2)C1=O,1,-1,3,2,12,0.4,4,5,-2,-2
Cn1cccc1/C=N/NC(=O)c1ccc(OC(F)(F)C(F)F)cc1,-2,2,0,-2,-10,0.5,1,-9,0,-2
CC(=O)c1ccc(S(=O)(=O)Nc2ccc(-n3cnnn3)cc2)cc1,0,-3,3,-1,3,-0.2,8,-7,-5,-1
CCOC(=O)c1ccccc1NC(=O)c1c(N)n(C)c(=O)[nH]c1=O,5,-5,3,1,3,-0.6,2,-5,0,0
CCOc1ccc(-c2nonc2NC(=O)c2ccco2)cc1,-1,13,-2,-7,-4,-0.1,1,1,10,0
C[C@H]1CN([C@@H](C)CO)C(=O)CCCn2nncc2CO[C@H]1CN(C)C(=O)c1ccc(N2CCN(C)CC2)cc1,-3,-6,1,0,-7,0.5,-2,-6,-2,-4
O=C(Oc1ccc2ccccc2c1Br)N1CCCCCC1,6,-4,1,-13,-14,0.0,-1,-6,2,0
Cc1nnc(NC(=O)c2ccc(-c3ccc([N+](=O)[O-])cc3)o2)s1,5,-2,-1,-3,0,-0.1,0,0,-6,0
O=C1CCC[C@H]2Cc3nc4ccccc4cc3C[C@]23CCCN13,-2,x,0,-4,5,x,-2,-4,5,-1

# Limited to proKLK7 act and TCR CD3 inh (2 entries from above):
Molecule | proKLK7 act | TCR CD3 inh
COc1ccccc1NS(=O)(=O)c1cc(C(=O)NCCN2CCOCC2)ccc1Cl | 0.1 | 4
COc1ccc(C(=O)N2CCCC(c3cc(C(=O)Nc4ccccc4)no3)C2)cc1 (configuration not stated) | 0.1 | -5

# The listing picks up; the 2 compounds before the break are reprinted first.
SMILES,MBD2 inh,TCR CD3 inh,UHRF1 binding,SIAE primary,TDP2 inh,proKLK7 act,PRMT1 FP inh,DDE Tn7 FP inh,DDE Tn6 FP inh,LEDGF integ inh
Cc1nnc(NC(=O)c2ccc(-c3ccc([N+](=O)[O-])cc3)o2)s1,5,-2,-1,-3,0,-0.1,0,0,-6,0
O=C1CCC[C@H]2Cc3nc4ccccc4cc3C[C@]23CCCN13,-2,x,0,-4,5,x,-2,-4,5,-1
CCc1ccccc1NC(=S)N(Cc1ccc(OC)cc1)CC1CCC(C(=O)O)CC1 (configuration not stated),-1,3,-2,-2,10,0.1,-1,4,-5,5
COc1ccc(CN(C(=O)c2cnccn2)C(C(=O)Nc2ccc(F)cc2)c2ccccc2)cc1 (configuration not stated),1,3,-2,-4,0,0.5,-1,0,0,-3
O=C(c1ccc(-c2cc(Cl)ccc2Cl)o1)N1CCOCC1,0,9,0,1,-15,0.6,-1,-5,-4,6
CC1CCN(S(=O)(=O)c2ccc(C(=O)NCc3ccco3)cc2)CC1,-4,4,0,5,-2,0.2,-1,2,1,4
CN(CCc1ccccc1)c1cc2c(c3c1ccn3C)C1CCC2O1 (configuration not stated),-7,0,1,4,12,0.6,-2,-7,0,10
Cn1nnnc1SCC(=O)N1CCCCC1,8,-1,20,4,0,0.5,0,1,9,-1
CC(=O)CC(C)(C)NC(C)=S,-5,6,0,4,-8,-0.1,0,0,-3,1
O=C(CC(=O)c1ccccc1)Nc1cccc([N+](=O)[O-])c1,-1,15,3,-56,-3,-0.7,3,3,5,1
COc1ccccc1N(CC1CO1)S(=O)(=O)c1ccccc1 (configuration not stated),-1,7,-3,0,-10,-0.2,-8,2,2,-2
O=C(COC(=O)c1cncc(Br)c1)NCc1ccc(Cl)cc1,0,2,-2,-6,-7,-0.7,1,-1,1,1
c1ccc(-c2nnc(-c3ccccn3)nn2)nc1,-2,-4,-3,1,-5,-0.4,1,5,-7,-3
COc1ccc(NC(=O)CCc2nnc3ccc(N4CCC(C)CC4)nn23)cc1,4,-5,0,2,10,-0.2,1,4,0,-5
O=C(O)C[C@@H](CNC(=O)COc1ccc2ccc(=O)oc2c1)c1ccc(Cl)cc1,-1,2,3,-1,-9,0.8,-2,-2,-5,4
C#Cc1ccc([C@H]2C=C(C(=O)OCC=C)O[C@@H](OCC)[C@@H]2CCCO)cc1,0,7,0,0,-1,-0.4,0,1,-2,-1
NC(N)=NS(=O)(=O)c1ccc(NC(=S)NC(=O)/C=C/c2ccco2)cc1,0,3,3,-7,21,0.1,9,2,5,7
CN(Cc1ccccc1)C(=O)c1ccccc1NC(=O)C1=CSCCO1,11,1,8,-3,-14,0.4,4,0,-11,-7
Cc1ccc(Oc2ccc(C(F)(F)F)cc2[N+](=O)[O-])c([N+](=O)[O-])n1,0,0,1,-2,0,-0.6,1,3,1,-5
Nc1c(C(=O)N2CCOCC2)cnn1Cc1ccccc1,1,x,2,3,0,-0.6,1,6,0,-1
COc1ccc(C(=O)Nc2ccc(S(=O)(=O)N3CCN(C)CC3)cc2)cc1[N+](=O)[O-],-2,-5,1,1,16,-0.3,-3,3,-3,0
COc1cccc2cc(C(=O)N3CCN(c4ccccc4F)CC3)c(=O)oc12,-4,4,-1,5,-2,0.5,2,-5,-5,3
CCOc1ccc(NC(=O)C(=O)NCCN2CCN(S(=O)(=O)c3ccccc3)CC2)cc1,4,-1,7,1,-8,-0.7,5,-1,-1,-3
CC1CN(S(=O)(=O)c2cccc(C(=O)NCc3ccc4c(c3)OCO4)c2)CC(C)O1 (configuration not stated),4,7,9,3,-3,0.6,-2,-2,5,0
CN(C1=NS(=O)(=O)c2ccccc21)c1ccc(OC(=O)c2ccccc2)cc1,1,3,1,-2,10,-0.4,-3,-1,4,-3
Cc1cc(=O)oc2c(C)c(OCC(=O)NC3CCN(Cc4ccccc4)CC3)ccc12,1,8,-5,-10,-12,0.3,-4,-11,-6,1
CCOC(=O)CC1CCCCN1Cc1cn(C)nc1-c1ccc2c(c1)OCCO2 (configuration not stated),-1,4,-2,-1,9,-0.2,-5,5,7,1

# As entered above:
# Entry of CC1CCN(S(=O)(=O)c2ccc(C(=O)NCc3ccco3)cc2)CC1 under DDE Tn7 FP inh: 2
# Entry of CN(CCc1ccccc1)c1cc2c(c3c1ccn3C)C1CCC2O1 (configuration not stated) under proKLK7 act: 0.6
# Entry of CN(C1=NS(=O)(=O)c2ccccc21)c1ccc(OC(=O)c2ccccc2)cc1 under proKLK7 act: -0.4
# Entry of CN(Cc1ccccc1)C(=O)c1ccccc1NC(=O)C1=CSCCO1 under MBD2 inh: 11

# Assay outcomes deposited in PubChem BioAssay by The Scripps Research Institute Molecular Screening Center.
